# Assay outcomes: PubChem BioAssay, Small Molecule Screening Facility, UW Madison
# SSB-PriA inh – inhibitors of Klebsiella pneumoniae PriA binding to SSB C-terminal tail, primary screen, biochemical, AlphaScreen; 0.6% of 430,000 active; AlphaScreen SSBct-PriA binding, biotinylated peptide; inhibition, % at 33 µM; AID 1272365, 2023; PriA–SSB C-terminal tail interaction (Klebsiella pneumoniae); in the data active means inhibition mostly above about 37%, no sharp cut-off; inactive means mostly below about 20%;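 further: plate controls were negative control peptide for no effect and reference peptide for full effect; strong numbers were not always called active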
# * hit, by the source's call; & = joins results of further samples. The list is partial; the hit share may differ from the screen's.
SMILES,SSB-PriA inh
CC(=O)Nc1ncc(CN2CCNCC2)s1,-9
COc1ccc(SCCC(=O)Nc2c(C(N)=O)oc3ccccc23)cc1,4
COc1cccc(-c2cc(C(=O)O)c3[nH]c(C)nc3n2)c1O,-7
Cc1cc(C(=O)Nc2nnc(Cc3cccs3)o2)no1,-11
O=C(NCCN1CCC(c2cccs2)CC1)C(=O)Nc1cccc(N2CCCC2=O)c1,1
O=C(C1CCCC1)N1CCN(Cc2nncn2-c2ccccc2)CC1,-2
CCOC(=O)c1c(NC(=O)c2ccc(S(=O)(=O)N3CCN(C(=O)OCC)CC3)cc2)sc(OC(=O)CC)c1C,-11
O=C(CCCn1nnc2ccccc2c1=O)Nc1ccc(Br)cc1F,-17
O=C(Nc1ccccc1OC(F)(F)F)c1n[nH]nc1-c1ccccc1,-8
COc1ccc(CC(=O)NCc2ccc(C(=O)c3cccs3)s2)cc1OC,-17
Cc1cc(C(F)(F)F)nc(CCNS(=O)(=O)c2ccc3c(c2)CCCC3)n1,-12
O=C(NN=Cc1c[nH]c2ccccc12)c1ccc([N+](=O)[O-])cc1Cl,-16
Cc1cc(Cl)cc2sc(N(CCN3CCOCC3)C(=O)c3c(F)cccc3Cl)nc12,-1
Cc1cccc(CC(=O)NCCOc2ccc3nnc(-c4ccccc4Cl)n3n2)c1,-21&0
COc1ccc(NC(=O)Cc2cc(-c3ccc(Cl)cc3)on2)cc1OC,-5
O=C(NCc1ccccc1)N1CCN(Cc2nc(-c3ccccc3)cs2)CC1,-14&1
O=C(/C=C/c1ccco1)NCCc1csc(-c2ccc(C(F)(F)F)cc2)n1,-2
CCOc1ccc(CC(=O)Nc2c(C)nc3sc(C)c(C)n3c2=O)cc1,-2
Cc1ccc(C)c(S(=O)(=O)N=C2C=C(NS(=O)(=O)c3ccccc3)C(=O)c3ccccc32)c1,-9
O=C(CN(CCc1ccccc1)S(=O)(=O)c1ccc(Cl)cc1)NN=Cc1ccc2c(c1)OCO2,-13

# Four entries from above, tab-delimited.
Molecule	SSB-PriA inh
O=C(NCc1ccccc1)N1CCN(Cc2nc(-c3ccccc3)cs2)CC1	-14&1
Cc1ccc(C)c(S(=O)(=O)N=C2C=C(NS(=O)(=O)c3ccccc3)C(=O)c3ccccc32)c1	-9
COc1ccc(NC(=O)Cc2cc(-c3ccc(Cl)cc3)on2)cc1OC	-5
O=C(CN(CCc1ccccc1)S(=O)(=O)c1ccc(Cl)cc1)NN=Cc1ccc2c(c1)OCO2	-13

# Grouped by structure: the compounds so far containing a CF3 group
SMILES,SSB-PriA inh
O=C(Nc1ccccc1OC(F)(F)F)c1n[nH]nc1-c1ccccc1,-8
Cc1cc(C(F)(F)F)nc(CCNS(=O)(=O)c2ccc3c(c2)CCCC3)n1,-12
O=C(/C=C/c1ccco1)NCCc1csc(-c2ccc(C(F)(F)F)cc2)n1,-2

# Next section:
SMILES,SSB-PriA inh
COc1ccc(Br)cc1C=NNc1ccccn1,2
COc1ccccc1OCC#CCNC(=O)c1cccc(N(C)C)c1,32
COc1ccc(C2CCCCN(C(=O)c3cccc(C(F)(F)F)c3)C2)cc1 (configuration not stated),-18
Cn1cccc1C(CNC(=O)C(=O)Nc1ccccc1Cl)N1CCc2ccccc2C1 (configuration not stated),-3
COC(=O)NCc1nc2ccccc2n1C,-54
CCc1cccc2sc(N(CCN3CCOCC3)C(=O)c3cc(C)n(CC)n3)nc12,-10
Cc1nnc2ccc(N3CCN(S(=O)(=O)c4ccc(OC(F)(F)F)cc4)CC3)nn12,0
CC(C)(C)C(=O)Oc1ccc(Br)cc1,-13
O=c1[nH]c(=O)n(Cc2ccc(F)cc2)c(O)c1C=NNc1ccccc1,5
O=C(c1cccc(Cl)c1)N1CCN(C(=O)[C@H]2C[C@@H]2c2ccccc2)CC1,-14
Cc1cc(=O)n2c(-c3cccc(NS(=O)(=O)c4cccs4)c3)csc2n1,-1
O=C(Cn1cccc1)N1CCN(c2cc3c(nn2)CCCC3)CC1,8
CC(=O)NNc1ncc(-c2ccc(Cl)cc2)s1,8
CC(=O)NNc1nc(-c2ccc([N+](=O)[O-])cc2)cs1,-1
CC(=O)Nc1ccc(S(=O)(=O)NC[C@H]2CC(=O)N(c3ccc(C)cc3)C2)cc1,-4
CC(=O)Nc1ccc(S(=O)(=O)N2CCN(c3c(C)cc(C)cc3C)CC2)cc1,2
O=C(NCC1CCN(C(=O)Oc2ccccc2)CC1)c1cncc(Br)c1,6
Cc1cc(C)n(-c2cc(NC(=O)C(C)n3nc(-c4cccs4)ccc3=O)ncn2)n1 (configuration not stated),-9
O=C(c1ccc(S(=O)(=O)N2CCCC2)cc1)N1CCN=C1SCc1cccnc1,-8
NC(=O)c1ccccc1OCC#CCNC(=O)c1c(F)cccc1Cl,-2
CCc1nnc2ccc(N3CCN(S(=O)(=O)c4ccc5c(c4)CCCC5)CC3)nn12,-3
CS(=O)(=O)c1ccc(C(=O)Nc2nnc(Cc3cccs3)o2)cc1,64*
CCCCN(C)S(=O)(=O)c1ccc(C(=O)Nc2sc3c(c2C#N)CC(C)(C)NC3(C)C)cc1,-7
Cc1noc(C)c1C(=O)NCC(O)c1csc2ccccc12 (configuration not stated),-14
COc1ccc(S(=O)(=O)NCCn2ncccc2=O)c(OC)c1,-6
CN(C)C(=O)Oc1ccc2ccc(OC(=O)N(C)C)cc2c1,-6
Cc1ccsc1C(O)CNC(=O)C(=O)NC(C)(C)C (configuration not stated),-4
COc1ccc(-c2cc(N3CCC[C@H](C(=O)NCCc4c[nH]c5ccccc45)C3)ncn2)cc1,-9
O=S(=O)(CCOc1ccccc1)NCC1(c2cccs2)CCOCC1,-20
O=C(c1nc2ccccc2s1)N(CCN1CCOCC1)c1nc2c(F)cc(F)cc2s1,-4
CCn1cccc(-c2nnc(SCC(=O)Nc3cc(C)on3)n2C)c1=O,13
COc1ccc2sc(N(CCN(C)C)C(=O)c3ccc(S(=O)(=O)N4CCCC(C)C4)cc3)nc2c1 (configuration not stated),6
CC(=O)c1ccc(S(=O)(=O)N2CCC(COCc3ccc(F)cc3)CC2)cc1,-13
COc1ccc(C(F)(F)F)cc1NC(=O)c1ccc(-n2cncn2)nn1,-9
COCC(=O)N1CCCc2ccc(NS(=O)(=O)c3ccc(F)c(Cl)c3)cc21,-2
C=CCNC(=S)NN=Cc1ccc(-c2cccc([N+](=O)[O-])c2)o1,8
CCOc1nc(C)c(NC(=O)Nc2cc(Cl)ccc2OC)c(C)n1,-11
O=C(Nc1ccc2c(c1)CN(C(=O)C1CC1)CC2)c1cccs1,8
CC(C)C(=O)N1CCc2ccc(NS(=O)(=O)c3cccs3)cc2C1,-2
Cc1cccc(C=NNC(=O)C(C)Nc2cccc3ccccc23)n1 (configuration not stated),19

# Reprinted at random: six entries already listed, in no set order.
SMILES,SSB-PriA inh
COc1ccc2sc(N(CCN(C)C)C(=O)c3ccc(S(=O)(=O)N4CCCC(C)C4)cc3)nc2c1 (configuration not stated),6
C=CCNC(=S)NN=Cc1ccc(-c2cccc([N+](=O)[O-])c2)o1,8
Cc1cccc(C=NNC(=O)C(C)Nc2cccc3ccccc23)n1 (configuration not stated),19
CC(C)C(=O)N1CCc2ccc(NS(=O)(=O)c3cccs3)cc2C1,-2
CCn1cccc(-c2nnc(SCC(=O)Nc3cc(C)on3)n2C)c1=O,13
CC(=O)c1ccc(S(=O)(=O)N2CCC(COCc3ccc(F)cc3)CC2)cc1,-13

# Following part
SMILES,SSB-PriA inh
Cc1cc(C(F)(F)F)nc(CCNC(=O)c2ccsc2)n1,-14
CC(=NNC(=S)Nc1c(C)cccc1C)c1ccc(OC(F)F)cc1,26
c1coc(CNCCc2cccs2)c1,-6
Cc1ccc(Cl)c2sc(=NC(=O)c3ccc(Br)s3)n(C)c12,-20
O=C(CSc1ccc(NC(=O)c2cccs2)nn1)NCC1CCCO1 (configuration not stated),7
O=C(NCc1nn(C2CCCC2)c2c1CCCC2)c1ccccc1C(F)(F)F,0
CN1CCN(N=Cc2c(O)n(CCC3=CCCCC3)c(=S)[nH]c2=O)CC1,-9
O=C(c1csc(-c2ccccc2)n1)N1CCC2(CC1)OCCS2,-15
Cn1c(=O)n(Cc2ccccc2Cl)c(=O)c2c(N3CCN(C(=O)c4ccco4)CC3)ccnc21,4
Fc1ccc(Br)cc1CN1CC(c2nc(-c3cccs3)no2)C1,-60
CCC(C#N)(OC)c1ccccc1 (configuration not stated),-7
CCS(=O)(=O)Nc1ccc(S(=O)(=O)Nc2nc(C)cc(C)n2)cc1,3
COc1cccc(C(=O)N(CCCn2ccnc2)c2nc3ccc(C)cc3s2)c1OC,41
CC(=NNC(=O)c1ccc(-c2ccccc2)cc1)c1cccc(N)c1,11
Cc1ccc(CSCC(=O)NN=Cc2ccc(OCC(=O)Nc3ccc(C)cc3)cc2)cc1,-6
COCCn1c(SCc2nc(-c3ccc(Br)cc3)no2)nc2ccsc2c1=O,-22
CC(C)N1CCc2c(sc(NC(=O)c3ccnn3C)c2-c2nc3ccccc3s2)C1,-29
COC(=O)c1sc2ccccc2c1NC(=O)c1cc(Cl)sc1Cl,-1
O=C(COc1ccc(Cl)cc1Cl)NN=Cc1ccc[nH]1,15
CC1(C)COc2ccc(NC(=O)c3c(F)cccc3F)cc2NC1=O,0&6
O=C(CSc1nnc(-c2ccc(Cl)s2)o1)Nc1nccs1,19
O=C(Nc1ccc(OC(F)(F)F)cc1)N1CCN(c2ccc(-c3ccco3)nn2)CC1,-13&-9
O=C(NCc1ccc2c(c1)OCO2)C1(c2cccs2)CCCC1,-8
COC(=O)c1ccccc1Nc1c(C(=O)N2CCCCC2)cnc2ccc(F)cc12,-13
COc1ccc(C=NN=Cc2ccc(OC)cc2)cc1,-9
Nc1nc(SCC(=O)N2CCCCCC2)[nH]c(=O)c1NC(=O)c1ccc(C(F)(F)F)cc1,-14
Cn1ccc(C(=O)Nc2nc3c(F)cc(F)cc3s2)n1,-5&10
CC1CCCCC1=NNC(=S)Nc1ccccc1 (configuration not stated),0
CCOC(=O)NN=Cc1cn(Cc2ccc(Cl)cc2)c2ccccc12,-5
CCS(=O)(=O)c1ccc(-c2ccc(NS(=O)(=O)c3cc(OC)ccc3OC)cc2)nn1,2
O=c1nc(SCc2cccc3ccccc23)c2c(n1C[C@H]1CCCO1)CCCC2,-10
COc1cccc(CNC(=O)CSc2nnc3ccc(-c4cccs4)nn23)c1,-21
Cc1ccc(NC(=O)Nc2cnc(N3CCOCC3)nc2)cc1F,-4
CC(C)CS(=O)(=O)C1CN(C(=O)c2ccc(-n3cccc3)cc2)C1,12
O=C(Cn1c(=O)oc2ccccc21)N1CC(c2nc(-c3ccc[nH]c3=O)no2)C1,-5
O=C(CSc1nc(=O)n(Cc2cccs2)c2c1CCCC2)NCc1ccc2c(c1)OCO2,-2
Cc1ccc([C@H](CNS(=O)(=O)c2ccc(F)c(C)c2)OCCO)cc1,-2
CC(NC(=O)C1CCCCC1)C(c1cccs1)N1CCN(c2ccccc2F)CC1 (configuration not stated),-16
O=C(Cc1cccs1)NCC1CCN(Cc2ccco2)CC1,-2
O=C(CSc1nccnc1N1CCCCC1)Nc1nccs1,-3
Cc1nc(Oc2ccccc2)nc(C)c1NC(=O)c1cccc(C(F)(F)F)c1,-15
CC(=O)C1=C(C)Nc2ncnn2C1c1cccc(F)c1 (configuration not stated),-3
CCC(=O)Nc1ccc(S(=O)(=O)NCCOc2ccc3c(c2)OCO3)cc1,-1
COc1ccc(SCC2CCN(C(=O)Cc3ccccc3Cl)CC2)cc1,-14
CC(C)(C)C(=O)Nc1ccc(C23CC4CC(CC(c5ccccc5)(C4)C2)C3)cc1,-9
O=C(Nc1nc2c(F)cccc2s1)c1ccc([N+](=O)[O-])s1,-2
CCOc1ccc(-c2noc(Cn3cnc4c(nnn4Cc4ccc(F)cc4)c3=O)n2)cc1OC,-10
COc1cc(C=NNC(=O)C23CC4CC(CC(C4)C2)C3)cc(Br)c1O,10
COc1ccc(S(=O)(=O)C(CNC(=O)CN2C(=O)c3ccccc3C2=O)c2ccco2)cc1 (configuration not stated),1
COc1cc(-c2noc(C3CC(=O)N(c4ccc5c(c4)OCO5)C3)n2)cc(OC)c1OC (configuration not stated),11

# The list continues.
SMILES,SSB-PriA inh
CC(=NNc1cc(N2CCOCC2)nc(C)n1)c1ccc(F)cc1,-7
CCc1ccc(Oc2cc(N3CCC(C(=O)NCc4ccc(F)cc4Cl)CC3)ncn2)cc1,-1
Cc1cccc(S(=O)(=O)Nc2ccc(Cl)c(C(F)(F)F)c2)c1,-17
O=C(NCc1cccs1)c1cc2c(OCc3ccccc3)cccc2[nH]1,-15
COCCNC(=O)NCC1CCN(S(C)(=O)=O)CC1,-3
CC(C)OCCCNC(=O)C(=O)NCCc1ccccc1,-6
CCn1cccc(-c2nnc(SCC(=O)Nc3nc(C)cs3)n2C)c1=O,-9
CC(=O)Nc1ccc(S(=O)(=O)Nc2ccc(Nc3ccc(-n4ccc(C)n4)nn3)cc2)cc1,-8
O=C(NN=Cc1ccc(F)cc1)c1cc(-c2ccccn2)nc2ccccc12,-4
Cc1nn(C2CCS(=O)(=O)C2)c2nc(-c3ccc(F)cc3)cc(C(=O)N3CCOCC3)c12 (configuration not stated),-2
CC1Cc2cc(C(O)=C3C(=O)C(=O)N(CCCN(C)C)C3c3ccncc3)ccc2O1 (configuration not stated),-20
Cn1cc(C=Nn2cnc3sc4c(c3c2=O)CCCC4)c2ccccc21,-16
COc1ccc(CNC(=O)N2CCCC(c3nnc(-c4ccc5c(c4)OCO5)o3)C2)cc1 (configuration not stated),-6
CC(=O)OCC1OC(Oc2ccc(C(=O)/C=C/c3ccccc3)cc2)C(OC(C)=O)C(OC(C)=O)C1OC(C)=O (configuration not stated),5
